MPTP block: permeability transition pore inhibition; isolated mouse mitochondria, Ca2+ swelling absorbance, 30 min; inhibition, % at 10 µM; 1.4% of 360,000 active; AID 602449;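 active = inhibition of 50% or more, scaled per plate between neutral and stimulator controls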;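 note: 0% = DMSO wells given calcium and 100% = 1 mM EGTA wells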
SENP1 FRET inh: inhibitors of human SENP1 SUMO protease catalytic domain; Q9P0U3; 0.21% of 360,000 active; inhibition, % at 10 µM; recombinant SENP1 catalytic domain, CyPet-SUMO1-YPet FRET cleavage; AID 624204;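 active = inhibition at least 30% at 10 µM, raw YFP signal under a set limit, fluorescence ratio 0.5 to 1.5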;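 note: 0% = enzyme with DMSO and 100% = no enzyme wells; some results filed as inactive read as strong as hits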
Target sequence (Q9P0U3 419-644 limits assumed): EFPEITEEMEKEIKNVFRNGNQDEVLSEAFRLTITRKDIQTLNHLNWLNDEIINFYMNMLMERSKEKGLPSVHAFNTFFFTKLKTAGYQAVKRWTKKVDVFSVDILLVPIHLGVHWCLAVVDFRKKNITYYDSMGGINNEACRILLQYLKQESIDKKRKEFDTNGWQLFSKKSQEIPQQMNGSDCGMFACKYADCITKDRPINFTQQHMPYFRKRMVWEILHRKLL
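system = hSENP1 catalytic domain, recombinant | reagent = SFCypet-SUMO1-SFYpet substrate at 25 nM | doses = one dose per compound, 10 µM, 0.5% DMSO | incubation = enzyme reaction for 50 min at room temperature, dark | measured by = FRET, CFP and YFP emission | controls = no-enzyme low, enzyme-DMSO high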
PfGluPho inh: PfG6PD (Plasmodium falciparum) enzyme inhibition. PfGluPho enzyme, NADPH resazurin-diaphorase fluorescence. inhibition, % at 20 µM. 0.78% of 350,000 active;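 active = inhibition reaching at least a set limit at 20 µM in the primary screen, cut at about 59% in these data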;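 note: 0% = DMSO wells with substrate and 100% = DMSO wells lacking glucose-6-phosphate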
SENP8 block: inhibitors of human SENP8 protease; Q96LD8; recombinant SENP8, Nedd8 substrate fluorescence; inhibition, % at 20 µM; 0.64% of 360,000 active; in the data active = inhibition mostly above about 40%, no sharp cut-off; inactive = mostly below about 27%
Target sequence (Q96LD8 whole entry, looked up): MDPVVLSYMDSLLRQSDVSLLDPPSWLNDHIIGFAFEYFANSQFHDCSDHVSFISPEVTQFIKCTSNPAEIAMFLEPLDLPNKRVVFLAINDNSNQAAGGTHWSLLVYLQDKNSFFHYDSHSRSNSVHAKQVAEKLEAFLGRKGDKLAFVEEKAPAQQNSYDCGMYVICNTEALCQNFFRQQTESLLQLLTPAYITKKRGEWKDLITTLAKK
SENP6 inh: inhibitors of human SENP6 protease; Q9GZR1; Recombinant SENP6 catalytic domain, aminoluciferin luminescence; inhibition, % at 10 µM; 1.8% of 330,000 active;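 active = inhibition above about 50% at the single tested dose, limit read from the data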;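 note: plate controls were DMSO wells with enzyme for no effect and DMSO wells lacking enzyme for full effect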
Target sequence (Q9GZR1 628-1112 limits assumed): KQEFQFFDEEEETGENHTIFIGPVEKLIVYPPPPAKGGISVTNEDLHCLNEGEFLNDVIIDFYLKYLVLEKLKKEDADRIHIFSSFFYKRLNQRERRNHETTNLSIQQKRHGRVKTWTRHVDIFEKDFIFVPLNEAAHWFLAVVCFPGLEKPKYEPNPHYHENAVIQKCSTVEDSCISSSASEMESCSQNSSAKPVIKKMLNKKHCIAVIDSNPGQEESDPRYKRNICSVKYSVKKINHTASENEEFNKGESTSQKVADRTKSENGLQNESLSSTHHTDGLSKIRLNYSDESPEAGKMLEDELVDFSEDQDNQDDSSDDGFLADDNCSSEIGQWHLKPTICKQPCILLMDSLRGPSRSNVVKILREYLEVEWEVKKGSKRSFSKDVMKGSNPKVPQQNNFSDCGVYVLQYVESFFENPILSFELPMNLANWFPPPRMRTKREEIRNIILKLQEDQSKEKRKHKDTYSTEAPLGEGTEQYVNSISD
ATG4B inhibitor: ATG4B (human) cysteine protease inhibition. Q9Y4P1. inhibition, % at 8.33 µM. ATG4B cleavage of LC3-PLA2, NBD-HPC fluorescence, 1 h. 0.51% of 340,000 active; in the data active = inhibition above about 40%
NR3A LBD binder: modulates the human NR3A ligand-binding domain. Tm shift relative to glycine control, % at 25 µM. 2.5% of 340,000 active. NR3A LBD differential scanning fluorimetry, Tm shift; 0% = protein alone, 100% = glycine-bound protein;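 active = melting temperature shift of at least 10% of the positive control shift, at one fixed dose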
hIAP activ: increases human intestinal alkaline phosphatase activity. P09923. purified human IAP, CDP-Star luminescence, 30 min; active compounds read high; 1 = vehicle-only enzyme, 0 = enzyme-free background. activation factor at 10 µM. 0.16% of 330,000 active. AID 2524;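 active = activation factor of the enzyme at least 2-fold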; note: the source names both 10 and 20 µM as test concentration; values of inactives mirror those of a sister screen read the other way
* = called active by the depositor; . = no result given.

SMILES | MPTP block | SENP1 FRET inh | PfGluPho inh | SENP8 block | SENP6 inh | ATG4B inhibitor | NR3A LBD binder | hIAP activ
Cc1ccc(-c2nc(NCc3ccco3)n(S(C)(=O)=O)n2)cc1 | -1.6 | -2 | 8 | 4 | -18 | -3 | -1 | 1.1
CC(C)CCN1CC(C(=O)N2CCN(c3ccc(F)cc3)CC2)CC1=O (configuration not stated) | 1.5 | -4 | -21 | 19 | -11 | -9 | 0 | 1.2
CCOC(=O)C1(C#N)Cc2ccccc2C1 | -0.7 | 2 | 4 | -1 | . | 0 | 0 | .
CN(CC(=O)NC1CCCCC1)S(=O)(=O)c1ccc(Br)s1 | -0.7 | 2 | -5 | 22 | 4 | 2 | 2 | 1.1
O=C(c1ccc(F)cc1)c1ccc(N2CCCC2)cc1 | -4.0 | 5 | -8 | -230 | 17 | 9 | -1 | 0.97
COc1ccc(N(C(C)=O)S(=O)(=O)c2cccc3cccnc23)cc1 | 3.9 | 1 | -3 | 11 | 10 | 0 | -1 | 0.88
CC(CCc1ccc(O)cc1)N(C)CCc1ccccc1 (configuration not stated) | -2.6 | -1 | -5 | 17 | 7 | 2 | -3 | 1
NC(=O)C1CCN(CCS(=O)(=O)c2ccc(Cl)cc2)CC1 | -1.7 | -3 | -6 | 1 | 11 | 1 | 2 | 0.89
CCC1C2CN(C(C)=O)CC=C2C(C#N)=C(N)C1(C#N)C#N (configuration not stated) | 0.2 | -72 | 0 | -108 | 8 | -6 | 2 | 0.82
CC(C)(C)C(=O)Cn1nnc(-c2ccc(C(F)(F)F)cc2)n1 | 0.9 | 1 | -1 | 11 | -29 | -6 | -1 | 0.96
CCc1ccc(NC(=O)N2CCCCCC2)cc1 | -0.2 | -2 | 15 | 5 | -4 | 3 | 2 | 0.84
Brc1ccccc1OCCCn1cnc2ccccc21 | 0.1 | 3 | 38 | 7 | -1 | 1 | -5 | 0.88
CC(C)OC(=O)CN1C(=O)C(=O)c2ccccc21 | 0.6 | 0 | -4 | 4 | 11 | 10 | 0 | 0.96
Nc1nc(-c2ccccc2)[nH]c(=O)c1N | 0.0 | -67 | -1 | -240 | 5 | -5 | 3 | 1
CCOc1ccccc1/C=c1\sc2ncnn2c1=O | 3.4 | 0 | 6 | 20 | -3 | 0 | 1 | 1.1
CC(C)CNC(=O)CSc1nnc(-c2ccc(Cl)cc2)n1N | -1.7 | 3 | -9 | 12 | -34 | -2 | -2 | 0.91
O=C(Nc1cc(=O)[nH]c2ncnn12)c1ccccc1 | -0.8 | -4 | 1 | 11 | 0 | 2 | 1 | 0.96
CCc1noc(C)c1C(=O)N(CC)CC(=O)Nc1cc(Cl)ccc1C | 0.3 | 1 | -11 | 26 | 17 | 9 | 0 | 0.98
Cc1ccc(CNC(=O)CN2C(=O)NC(C)(c3ccccc3Cl)C2=O)cc1 (configuration not stated) | 1.1 | 1 | 3 | 29 | -12 | 3 | -2 | 1
C[N+](C)(C)CCCCCCCCCC[N+](C)(C)C | -1.4 | 3 | -9 | 12 | -5 | 0 | -2 | 1.1
CCN1C(=O)CC(C(=O)OC)=C1C | -1.5 | 1 | 12 | 6 | 0 | -7 | -1 | 1
O=C(O)CCc1ccccc1OC(=O)c1ccccc1 | 2.6 | 4 | -20 | 18 | -12 | -1 | 0 | 1.5
CC(C)C1=NN2C(=N)CC(=O)N=C2S1 | -0.6 | 0 | -9 | 5 | -10 | -16 | . | 0.86
CCOc1ccc(C(C)=O)cc1NC(=O)/C=C\C(=O)O | -1.4 | -3 | -26 | -24 | -14 | 3 | 0 | 1
COc1cc(Cn2nnc3ccccc32)cc(Br)c1O | 1.0 | 1 | 14 | 5 | 12 | 2 | 0 | 1

Part of the list above in order of length of the SMILES, ascending:
SMILES | MPTP block | SENP1 FRET inh | PfGluPho inh | SENP8 block | SENP6 inh | ATG4B inhibitor | NR3A LBD binder | hIAP activ
CC(C)C1=NN2C(=N)CC(=O)N=C2S1 | -0.6 | 0 | -9 | 5 | -10 | -16 | . | 0.86
CCOc1ccc(C(C)=O)cc1NC(=O)/C=C\C(=O)O | -1.4 | -3 | -26 | -24 | -14 | 3 | 0 | 1
CC(C)CCN1CC(C(=O)N2CCN(c3ccc(F)cc3)CC2)CC1=O (configuration not stated) | 1.5 | -4 | -21 | 19 | -11 | -9 | 0 | 1.2

The listing continues:
SMILES | MPTP block | SENP1 FRET inh | PfGluPho inh | SENP8 block | SENP6 inh | ATG4B inhibitor | NR3A LBD binder | hIAP activ
O=C(CCCl)N(Cc1nc2ccccc2c(=O)[nH]1)Cc1cccs1 | 1.1 | 2 | 10 | 16 | -14 | -2 | 1 | 1
CC(C)(O)C#Cc1ccc(CN2CCN(C3CCCC3)C(CCO)C2)cc1 (configuration not stated) | 0.5 | 0 | -3 | 15 | -8 | -1 | -3 | 1
Nc1cc2c(cc1Cl)-c1ccc(Cl)cc1C2=O | 2.4 | 0 | -9 | 26 | . | -1 | -1 | .
COc1ccc(C(=O)OCC(=O)N2CC(=O)Nc3ccccc32)cc1Br | -0.7 | -5 | -12 | -6 | -34 | 2 | -2 | 1.1
CCNc1nc(NCC)n2c(SCC(=O)N(CC)C3CCCCC3)nnc2n1 | -6.2 | 5 | -14 | 14 | -5 | 5 | 0 | 1.1
O=C(CCS(=O)(=O)c1ccc(Cl)cc1)Nc1nc(-c2ccncc2)cs1 | -0.6 | 1 | 8 | 10 | -6 | -8 | 2 | 1.2
CN(C)C(=O)c1cccn1-c1ncc(C(F)(F)F)cc1Cl | -1.5 | 1 | 2 | -6 | -11 | -8 | -1 | 0.98
COC(=O)c1ccc(COC(=O)CNC(=O)c2ccc(C)s2)cc1 | 0.4 | -1 | -6 | 6 | 4 | 2 | 3 | 1.1
CCC[C@@H]1CCCO[C@@](C(=O)NCc2ccc(S(C)(=O)=O)cc2)(C(F)(F)F)C1 | -0.7 | -1 | -9 | 6 | -3 | 1 | -1 | 1
CN(c1ccc(OCC(=O)OCC(=O)Nc2ccc(Br)cc2)cc1)S(=O)(=O)c1cccs1 | 1.5 | -2 | 1 | 8 | -9 | -3 | 3 | 1.1
CC1(C(=O)NNC(=O)c2ccc([N+](=O)[O-])cc2)CC1(Br)Br (configuration not stated) | 1.5 | 1 | 15 | 22 | -10 | -1 | 1 | 1
C[C@@H]1CCC[C@@]2(O[C@@H](CCO)C[C@H](O)[C@H]2O)O1 | 1.8 | 3 | -12 | 8 | -7 | -8 | -5 | 0.9
CCCCCN(C(=O)CCC(=O)OCC(=O)N1CCC(C)CC1)c1c(N)n(CCCC)c(=O)[nH]c1=O | -1.0 | 2 | 3 | -2 | -4 | -7 | -1 | 0.99
CC1CCCN(C(=O)c2cc3c(=O)n4ccccc4nc3s2)C1 (configuration not stated) | -0.8 | -39 | -3 | -301 | -5 | 0 | 1 | 1.1
O=C(OCc1cn([C@H]2CN(CC3CCCCC3)[C@@H](c3ccccc3)C[C@@H]2O)nn1)c1ccccc1 | -0.8 | 1 | 24 | 11 | . | . | . | .
Cc1cc(NC(=O)CCC(=O)N(Cc2ccco2)C(C)(C)C(=O)NC2CCCCC2)no1 | -0.9 | -1 | -16 | 18 | -14 | -7 | 4 | 1.1
CC(=O)n1cc([C@H]2C=C(C(=O)N3CCN(Cc4ccc5c(c4)OCO5)CC3)O[C@@H](OCCCCO)C2)c2ccccc21 | 0.2 | 0 | -8 | 4 | -17 | -9 | -2 | 1.1
Cc1nc2ccc(NC(=S)N3CCN(c4ccccn4)CC3)cc2nc1C | -0.5 | 8 | 37 | -58 | -25 | -13 | -1 | 0.97
Cc1cccc(-n2c(SCC(N)=O)nc3c(c2=O)C2(CCCC2)Cc2ccccc2-3)c1 | -1.8 | 2 | -5 | -195 | 2 | 5 | -18 | 1
COc1ccc(NC(=O)NC(C)C2CC3CCC2C3)cc1 (configuration not stated) | 2.2 | 0 | -5 | 27 | -1 | -3 | -3 | 0.79
CCOC(=O)Cn1c(=O)oc2cc(S(=O)(=O)Nc3c(C)cc(C)cc3C)ccc21 | 0.0 | 12 | 17 | 1 | -8 | -1 | -15 | 0.82
COc1ccc2c(c1)[C@H]1[C@H](CO2)[C@H](c2ccccc2)[C@]2(C)C(=O)Nc3ccc(C)cc3C(=O)N12 | 0.9 | -1 | -18 | -22 | -5 | 6 | 3 | 1.2
CCOc1ccc(NC(=O)COc2nsnc2N2CCOCC2)cc1 | 2.6 | 1 | -9 | 32 | 17 | -3 | 2 | 1
CCNC(=O)NC(=O)C(C)OC(=O)CCS(=O)(=O)c1ccc(C)cc1 (configuration not stated) | 0.4 | 1 | -3 | 14 | 3 | 5 | 0 | 0.96
COc1ccc(CC(=O)Nc2ccc(S(=O)(=O)Nc3onc(C)c3C)cc2)cc1OC | -0.4 | 2 | -21 | 4 | -4 | -3 | 1 | 0.98

Sorted by the number under SENP1 FRET inh (high to low): 4 of the compounds above.
canonical_smiles	SENP1 FRET inh
CCNc1nc(NCC)n2c(SCC(=O)N(CC)C3CCCCC3)nnc2n1	5
O=C(CCS(=O)(=O)c1ccc(Cl)cc1)Nc1nc(-c2ccncc2)cs1	1
CC(C)(O)C#Cc1ccc(CN2CCN(C3CCCC3)C(CCO)C2)cc1 (configuration not stated)	0
CCC[C@@H]1CCCO[C@@](C(=O)NCc2ccc(S(C)(=O)=O)cc2)(C(F)(F)F)C1	-1

(cont.)
SMILES | MPTP block | SENP1 FRET inh | PfGluPho inh | SENP8 block | SENP6 inh | ATG4B inhibitor | NR3A LBD binder | hIAP activ
CCOC(=O)c1c(C)[nH]c(C(=O)COC(=O)CNC(=O)c2ccc(Cl)cc2)c1C | 0.5 | -1 | 0 | 12 | -26 | -17 | -8 | 1.2
CCCC(=O)N1CCN(c2ccc(NC(=S)NC(=O)c3cccc(C)c3)cc2)CC1 | 77* | 1 | 19 | 14 | 1 | -3 | -1 | 0.99
O=C(N/N=C\c1cn(-c2ccccc2)nc1-c1ccccc1)c1ccc(Br)o1 | 0.5 | 3 | -1 | -109 | -1 | -5 | -2 | 0.97
Cc1cccc2nc(COc3ccc(Cl)c4cccnc34)cn12 | -0.1 | 2 | 27 | -42 | 0 | -18 | -1 | 1
CCOc1ccc(N(CC(=O)NCc2ccc(OC)cc2)S(=O)(=O)c2c(C)[nH]c(=O)[nH]c2=O)cc1 | -0.3 | 2 | -40 | 8 | -40 | -1 | 0 | 1.3
O=C(Nc1cccc(-c2cn3ccccc3n2)c1)c1cccs1 | -0.1 | 0 | -5 | -1 | 22 | -2 | -5 | 1.1

Profiles from above.
CCOc1ccc(N(CC(=O)NCc2ccc(OC)cc2)S(=O)(=O)c2c(C)[nH]c(=O)[nH]c2=O)cc1 is entered as MPTP block = -0.3; SENP1 FRET inh = 2; PfGluPho inh = -40; SENP8 block = 8; SENP6 inh = -40; ATG4B inhibitor = -1; NR3A LBD binder = 0; hIAP activ = 1.3
O=C(N/N=C\c1cn(-c2ccccc2)nc1-c1ccccc1)c1ccc(Br)o1 is entered as MPTP block = 0.5; SENP1 FRET inh = 3; PfGluPho inh = -1; SENP8 block = -109; SENP6 inh = -1; ATG4B inhibitor = -5; NR3A LBD binder = -2; hIAP activ = 0.97
CCOC(=O)c1c(C)[nH]c(C(=O)COC(=O)CNC(=O)c2ccc(Cl)cc2)c1C is entered as MPTP block = 0.5; SENP1 FRET inh = -1; PfGluPho inh = 0; SENP8 block = 12; SENP6 inh = -26; ATG4B inhibitor = -17; NR3A LBD binder = -8; hIAP activ = 1.2

Screening data deposited in PubChem BioAssay by Sanford-Burnham Center for Chemical Genomics.
